KCNH2 3.1 inh: KCNH2 3.1 (human) potassium channel inhibition. activity change, % (tested at about 1.8 µM). 340,000 tested, 0.95% active. U2OS KCNH2 3.1, thallium flux FluxOr; stronger effect = lower value. AID 720553;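 active = maximum activity change below -70%; inconclusive = maximum activity change from -70% to -50%; inactive = maximum activity change above -50%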;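 also: thallium influx rate constant from kinetic fluorescence after stimulation buffer; % is scaled to controls: 0 for no effect and ±100 for the full control effect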
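Measured as rate of thallium-driven FluxOr signal in transduced U2OS cells carrying the 3.1 channel, read kinetically for 2 min upon stimulation; values are rate constants scaled to DMSO control wells.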
B2AR arrestin: recruits beta-arrestin to the human beta2-adrenergic receptor | 330,000 tested, 0.02% active | P07550 | beta-arrestin recruitment to beta2AR, cell-based reporter | Potency, µM (series often up to 46.1 µM), for the others: top-dose activation, actives largely listed as activators | AID 492947;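 also: potency is read from the fitted curve at half-maximal effect; 0% = DMSO controls and full agonism = EC100 isoproterenol or metaproterenol; nearly all actives have a fitted effect of over 65% in size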
Target sequence (P07550 whole entry, looked up): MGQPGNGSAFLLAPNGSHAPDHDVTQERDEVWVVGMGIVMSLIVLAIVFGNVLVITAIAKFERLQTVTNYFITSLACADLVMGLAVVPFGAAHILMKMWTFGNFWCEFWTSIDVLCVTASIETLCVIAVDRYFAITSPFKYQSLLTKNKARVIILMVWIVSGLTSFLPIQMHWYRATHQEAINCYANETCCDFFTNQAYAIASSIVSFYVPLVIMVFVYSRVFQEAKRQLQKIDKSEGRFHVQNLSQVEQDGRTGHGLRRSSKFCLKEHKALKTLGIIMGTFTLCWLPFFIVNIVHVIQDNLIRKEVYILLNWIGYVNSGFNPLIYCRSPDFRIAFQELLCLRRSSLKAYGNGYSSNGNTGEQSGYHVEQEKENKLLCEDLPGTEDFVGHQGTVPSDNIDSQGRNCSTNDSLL
TRPV1 agonist: human TRPV1 agonism | TRPV1-expressing cells, Fluo-8 calcium influx, agonist mode | Q8NER1 | activation, % at 8.33 µM | 320,000 tested, 0.19% active; in the data active = activation above about 80%; inconclusive = between about 30% and that limit; also: 0% is about no effect
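Cells expressing TRPV1 were dye-loaded with Fluo-8 and read kinetically: 10 s baseline, 3 min after compound (agonist portion), then 2 min after EC20 capsaicin (allosteric enhancer portion). Calcium-bound dye fluorescence at 480/520 nm.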
Giardia killer: kills Giardia lamblia; Giardia lamblia trophozoite viability; activity change, % at 7.66 µM, hits read low; 340,000 tested, 0.15% active; AID 540267; in the data active = activity change below about -80%; inconclusive = between about -30% and that limit;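 also: parasites exposed to compound for two days anaerobically before the ATP read; % is scaled to controls: 0 for no effect and ±100 for the full control effect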
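Each well holds 100 Giardia trophozoites and compound. After two days (48 hrs) at 37 deg C in anaerobic conditions, ATP is quantified by luminescence.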
Menin-MLL TR inh: inhibitors of human menin-MLL interaction, mutant MLL peptide | O00255 | Potency, µM (top dose mostly 61.6 µM), for inactives: at the top dose FP activity change, negative = inhibition, hits mostly inhibitors | Menin + Texas Red MLL mutant peptide, fluorescence polarization | 270,000 tested, 0.23% active; active = well fitted inhibition curve with a large enough effect in the polarisation, with a control signal flat, not every such curve was filed as active; inconclusive = small, poorly fitted or top-dose-only effect, or effect the other way, or a change in a side signal; inactive = no such curve, though single readings can be large or run the other way; the % refers to the polarisation; also: potency is read from the fitted curve at half-maximal effect; % of control where 0% means no effect; many of its hits are not listed in these tables
CXXC DNA block: inhibitors of human MLL CXXC domain-DNA interaction; MLL-CXXC / FITC-HOXA9 DNA fluorescence polarization; Potency, µM (series often up to 115 µM), for the others: top-dose activity change, negative = inhibition, usual class: inhibitors; 290,000 tested, 0.037% active; active = well fitted inhibition curve with a large enough effect in the polarisation, with a control signal flat, not every such curve was filed as active; inconclusive = small, poorly fitted or top-dose-only effect, or effect the other way, or a change in a side signal; inactive = no such curve, though single readings can be large or run the other way; the % refers to the polarisation; also: potency is read from the fitted curve at half-maximal effect
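Steps: dispense CXXC domain solution (7 uM) → pin compounds or unlabeled HOX-A9 DNA control → 5 min ambient → add FLSN-HOX-A9 solution (50 nM) → spin → 30 min ambient → fluorescence polarization. Tris pH 7.5/NaCl/DTT/BSA buffer.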
KCNH2 WT inh: inhibitors of human wildtype KCNH2 potassium channel | U2OS, BacMam KCNH2, thallium flux FluxOr; stronger effect = lower value | activity change, % at 1.84 µM | 340,000 tested, 0.37% active | AID 720551;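 active = maximum activity change below -70%; inconclusive = maximum activity change between -70% and -50%; inactive = maximum activity change above -50%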; also: % is scaled to controls: 0 for no effect and ±100 for the full control effect
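U2OS cells were transduced with wild-type KCNH2 virus (2.03 x 10^8 / mL) for 4 h at room temperature, then cultured overnight at 37 C. Thallium flux was read with FluxOr dye. Rate constants were normalized to DMSO controls.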
PKM2 activator: activators of human pyruvate kinase M2. AID 1631. 260,000 tested, 0.34% active. purified PKM2, Kinase-Glo ATP luminescence, activation; response scale: 0% is enzyme alone, no compound. P14618. Potency, µM (titrated, usually from 57.5 µM), for the others: top-dose activation, hits mostly activators; also: potency is read from the fitted curve at half-maximal effect; % is scaled to controls: 0 for no effect and ±100 for the full control effect; nearly all actives have a fitted effect of over 55% in size
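Kinase-Glo luminescence reports ATP generated from ADP (0.1 mM) and PEP (0.5 mM) by purified hPK-M2 after 1 h at room temperature, pH 7.2 imidazole buffer; intermediate enzyme activity allows detecting inhibitors and activators.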
GALK inh: inhibitors of human galactokinase; Purified GALK, Kinase-Glo residual ATP luminescence; Potency, µM (titrated, usually from 57.5 µM), for the others: at the highest dose activity change, negative = inhibition, most hits filed as inhibitors; 270,000 tested, 0.007% active; AID 1868; also: potency is read from the fitted curve at half-maximal effect; % is scaled to controls: 0 for no effect and ±100 for the full control effect
Target sequence (P51570 whole entry, looked up): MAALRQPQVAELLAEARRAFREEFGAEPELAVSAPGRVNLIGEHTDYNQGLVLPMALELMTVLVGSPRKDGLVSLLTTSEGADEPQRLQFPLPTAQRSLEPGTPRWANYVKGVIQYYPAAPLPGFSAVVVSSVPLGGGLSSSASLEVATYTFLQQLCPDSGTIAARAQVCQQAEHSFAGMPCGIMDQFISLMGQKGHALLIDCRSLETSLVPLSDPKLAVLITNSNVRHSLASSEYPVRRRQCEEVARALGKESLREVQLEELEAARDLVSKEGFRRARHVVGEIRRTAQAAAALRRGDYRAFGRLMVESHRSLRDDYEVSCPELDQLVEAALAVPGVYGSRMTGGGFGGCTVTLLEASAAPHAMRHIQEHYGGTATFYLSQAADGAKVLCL
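Galactose (100 uM) and ATP (35 uM) were turned over by 5 nM GALK for 1 h at RT. Kinase-Glo Plus then converted the remaining ATP into a luminescent signal.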
Coupling enz: counter-screen for Giardia aldolase inhibitors: coupling enzyme system. activity change, negative = inhibition, % at 58.2 µM, hits read low. AID 2472. coupling enzyme system counterscreen, AmpLite Red fluorescence. 290,000 tested, 0.67% active; in the data active = activity change below about -30%; also: % is scaled to controls: 0 for no effect and ±100 for the full control effect
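Counterscreen of the coupled detection system alone, without aldolase: glyceraldehyde-3-phosphate coupling enzymes plus AmpLite Red readout. Compounds at 57.5 uM final, 10 min RT preincubation, 20 min RT reaction, fluorescence 525/598 nm.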
USP2a block: USP2a (human) protease inhibition | USP2 core, Ub-CHOP2 coupled fluorogenic reporter, 485/531 | Potency, µM (series often up to 38.3 µM), without a hit: at the top dose activity change, negative = inhibition, hits mostly inhibitors | 330,000 tested, 0.01% active | AID 463254;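 also: potency is read from the fitted curve at half-maximal effect; plate controls were DMSO wells for no effect and full inhibition by NEM control for full effect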
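Deubiquitinase activity read as fluorescence (485/531 nm) after Ub-CHOP2 cleavage activates the enterokinase reporter on its substrate; USP2 core 10nM, Ub-CHOP2 and substrate 25nM each, 30min compound preincubation then 60min RT; data normalized to NEM, curves fitted.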
* = called active by the depositor; ? = inconclusive; nt = not tested or not shown; & = joins results of further samples; [ ] = remark or other dose. Unless noted, calls follow the shape of the dose curve; as a rule, active = well fitted curve in the direction sought with a large enough effect; inconclusive = small, poorly fitted or top-dose-only effect, or another doubt; inactive = no such curve, though single readings can be large; an effect the other way counts as inactive or inconclusive. This is a subset (hit frequency here may not be typical).

SMILES | KCNH2 3.1 inh | B2AR arrestin | TRPV1 agonist | Giardia killer | Menin-MLL TR inh | CXXC DNA block | KCNH2 WT inh | PKM2 activator | GALK inh | Coupling enz | USP2a block
Cc1c(Cc2ccccc2)c(=O)oc2c(C)c(OC(C)C(=O)NCC3CCC(C(=O)O)CC3)ccc12 (stereo not given) | 6 | -0.8% | -2 | 11 | 5% | -3% | -6 | 0% | nt | 0 | 3%
Cc1ccc(NC(=O)N(CCCN2CCOCC2)Cc2cccnc2)cc1C | 12 | -0.5% | 0 | 9 | -1% | 6% | 2 | 10% | 1% | 2 | -8%
CC1CCC(NC(=O)c2cc(S(=O)(=O)N3CCCCC3)c[nH]2)CC1 (stereo not given) | -6 | 0.4% | 4 | -1 | -3% | -7% | -16 | 0% | nt | 3 | 0%
COc1ccc(Cl)cc1S(=O)(=O)Nc1ccncc1 | 2 | 0.1% | 1 | 16 | 16% | -11% | 2 | 3% | -3% | 0 | 2%
COCCN(C(=S)Nc1c(C)cccc1C)C(C)c1cccs1 (stereo not given) | 1 | 0.1% | 2 | -25 | -1% | -7% | 3 | 8% | -2% | -2 | 3%
CC1CCC2(CC1)NC(=O)N(CC(=O)NC(=O)NC1CCCC1)C2=O (stereo not given) | -7 | 0.3% | -2 | -18 | 4% | -5% | 16 | -3% | 2% | 2 | 0%
Cc1ccc(NC(=O)CC(C)CC2=NS(=O)(=O)c3ccccc3N2)cc1 (stereo not given) | 0 | -1.1% | -3 | 19 | -12% | -10% | 5 | 7% | nt | 1 | 0%
COC(C(=O)Nc1ccc(S(=O)(=O)Nc2c(C)cccc2C)cc1)c1ccccc1 (stereo not given) | -1 | 4.6% | -3 | -1 | 4% | -4% | 3 | -1% | 2% | 3 | 2%
COc1ccccc1C(C(=O)NC1CCCC1)N(C(=O)c1csnn1)C1CC1 (stereo not given) | 4 | -0.2% | 1 | 8 | -12% | 8% | -6 | nt | 0% | 0 | -2%
CC1(C)CC(=O)C=C(Nc2ccc(Cl)cc2)C1 | 7 | -0.6% | 9 | 8 | 1% | 11% | -3 | nt | -1% | 2 | 4%
Cc1cc(C(=O)Nc2ccccc2N2CCOCC2)c2ccccc2n1 | 10 | -2.6% | -6 | 9 | 2% | 0% | 0 | 3% | 3% | 0 | ?
CN(CC(=O)Nc1ccncc1)S(=O)(=O)c1ccc(Cl)cc1 | 3 | -1.2% | 8 | -9 | 2% | -3% | 7 | -3% | 1% | 4 | 2%
O=C(O)CN1C(=O)C2(OCCCO2)c2ccccc21 | 6 | 0.0% | -1 | 2 | 5% | 3% | -21 | 0% | -1% | -1 | 2%
CCOC(=O)c1cnc(SCC(=O)c2ccccc2)nc1N | -31 | 0.3% | 20 | 3 | -11% | -2% | 26 | -4% | 6% | 4 | -1%
CC1CCCN(Cc2c(O)ccc3c2O/C(=C\c2ccco2)C3=O)C1 (stereo not given) | 6 | -3.3% | 4 | 0 | 0% | ? | 0 | 24% | nt | -6 | ?
COc1cc(COCC(O)CN2CCCCC2C)cc(OC)c1OC (stereo not given) | 5 | 0.4% | -1 | -15 | 10% | 0% | 0 | nt | -1% | 3 | 2%
CCOC(=O)N=S(=O)(Oc1ccc([N+](=O)[O-])cc1)c1ccccc1 (stereo not given) | 13 | -0.1% | 19 | -17 | 1% | 4% | -2 | 4% | -2% | -2 | 5%
O=C(NCc1ccc(Cl)cc1)C(=O)c1c[nH]c2ccccc12 | -6 | 0.4% | 6 | 7 | ? | -3% | 9 | -12% | 2% | 2 | 0%
COC/C=C/C1=CC2=CC(=O)C(C)(OC(=O)c3cnc4ccccc4n3)C(=O)C2=CN1c1ccc(CO)cc1 (stereo not given) | nt | 0.5% | 1 | nt | ? | -16% | nt | 25% | nt | -9&-2 | ?
O=C(Nc1ccc2ccccc2n1)c1ccccc1Cl | 11 | 0.3% | 0 | -7 | 9% | 6% | -1 | nt | 12% | -7 | -7%
CCOc1ccc(C(=O)OC(C)C(=O)N2CCN(Cc3ccccc3)CC2)cc1 (stereo not given) | -22 | -0.4% | nt | 21 | nt | nt | 9 | nt | nt | nt | 0%
CC(/C=C1\SC(=S)N(CC(=O)N2CCN(c3ccccc3)CC2)C1=O)=C\c1ccccc1 | -5 | -2.3% | 1 | -25 | 9% | 11% | -9 | -3% | 1% | 5 | 0%
COc1cc(NS(=O)(=O)c2ccc3[nH]c(=O)oc3c2)cc(OC)c1 | -71* | -0.3% | -5 | -15 | -4% | 10% | 20 | -5% | 2% | 11 | 2%
N#Cc1ccccc1Sc1ccccc1C(=O)N1CCOCC1 | 5 | -0.4% | 1 | -16 | 0% | 2% | 8 | -8% | 1% | 1 | -2%
CC1CCCCN1C(=O)C(=O)c1cn(CC(=O)N2CCCCCC2)c2ccccc12 (stereo not given) | -32 | 0.0% | 2 | -1 | nt | -3% | -2 | -1% | 2% | nt | 0%
O=C(CN1C(=O)COc2ccccc21)NCC1CCCO1 (stereo not given) | 20 | -0.5% | 0 | -13 | nt | 1% | -7 | nt | -2% | 2 | -6%
COC(=O)c1ccc(C(=O)OC)c(NC(=S)N2CCN(c3ccccc3F)CC2)c1 | -4 | -2.7% | 15 | -4 | -4% | 12% | 1 | -5% | nt | -1 | 1%
CCCCN(Cc1cccs1)S(=O)(=O)c1csc(C(N)=O)c1 | -1 | 0.1% | 4 | 8 | nt | 18% | -12 | nt | -3% | nt | 1%
CCOc1cccc(/C(O)=C2/C(=O)C(=O)N(Cc3ccco3)C2c2ccncc2)c1 (stereo not given) | -6 | 1.0% | -1 | 13 | -8% | -10% | -27 | 17% | -3% | 1 | -2%
CCc1ccc(OCCCC(=O)Nc2nnc(C3CCCO3)s2)cc1 (stereo not given) | 0 | -0.2% | -1 | -8 | -11% | 8% | -248* | 1% | 2% | 3 | -6%
Cc1ccc(SC(C)C(=O)Nc2cccc(N(C)S(C)(=O)=O)c2)cc1 (stereo not given) | 2 | 0.1% | ? | 11 | nt | -4% | 8 | 1% | -1% | 3 | 6%
CN(C)N=C1c2cc(S(=O)(=O)N(C)C)ccc2-c2ccc(S(=O)(=O)N(C)C)cc21 | 3 | 0.5% | -5 | 14 | nt | -1% | 2 | nt | -6% | nt | 0%
CN(c1ccccc1)S(=O)(=O)c1cccc(NC(=O)CSc2nnc(C3CC3)n2C)c1 | 10 | -0.2% | -4 | -1 | nt | nt | -9 | nt | nt | nt | 0%
CCOc1ccc2[nH]c(=O)c(=O)[nH]c2c1 | -27 | -0.2% | 4 | -20 | 0% | 5% | 6 | -3% | -2% | -14 | 4%
Nc1ccc(CCc2nc3ccccc3o2)cc1 | -1 | -0.2% | -1 | 12 | 2% | 3% | 2 | -7% | -4% | 0 | 3%
CN1C(=O)c2cccc3c(S(=O)(=O)Nc4ccccn4)ccc1c23 | -16 | 0.2% | 1 | -7 | 10% | 0% | 5 | ? | -2% | -2 | 0%
COC(=O)c1cc(C)nc(Sc2ccccc2NC(C)=O)n1 | -18 | -0.7% | 4 | -7 | nt | -2% | -6 | -2% | 0% | 2 | 0%
CCn1cc(CN2CCC(C(=O)Nc3cccc(-c4cccc(OC)c4)c3)CC2)cn1 | 6 | 0.4% | -2 | -1 | -2% | 12% | 14 | -3% | -4% | -3 | 2%
Cc1cc(C)c(S(=O)(=O)N2CCN(c3ccc([N+](=O)[O-])c(NCc4ccco4)c3)CC2)c(C)c1 | -32 | 0.3% | -1 | 4 | ? | -9% | 9 | -6% | 0% | 0 | 0%
CC(=O)c1ccc(Sc2ccccc2)c([N+](=O)[O-])c1 | 5 | -0.2% | 18 | 16 | nt | -3% | -7 | 2% | 7% | 4 | -2%
CC(C)(C)c1ccc(OCCC(=O)Nc2ccc(N3CCOCC3)cc2N2CCOCC2)cc1 | -33 | -0.1% | 28 | -8 | nt | nt | 1 | nt | nt | nt | -2%
COc1cccc(/C=C/C(=O)OCC(=O)Nc2cccc(S(=O)(=O)N3CCOCC3)c2)c1OC | -1 | 0.1% | 4 | -5 | 18% | 4% | 7 | 2% | 10% | 0 | 0%
O=C1NC2(C=Cc3c(ccc4ccccc34)O2)Oc2ccccc21 (stereo not given) | 18 | 13% | -1 | 16 | -9% | 62%[activator] | 10 | 0% | 3% | -5 | 2%
